High-throughput results (PubChem BioAssay)
STEP inh = STEP phosphatase inhibitors, primary screen, biochemical, fluorescence intensity, uHTS; 0.25% of 360,000 active; AID 588621, 2011; inhibition, % at 20 µM; recombinant STEP, OMFP fluorogenic substrate; Tyrosine-protein phosphatase non-receptor type 5 (Homo sapiens), P54829;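 active means inhibition at 20 µM, scaled per plate between control wells, above about 37%, limit read from the data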;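 further: 0% = DMSO with enzyme and substrate and 100% = substrate only without enzyme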
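Test system: STEP tyrosine phosphatase / Reagent: OMFP at 25 µM / Doses: 20 µM, 1% DMSO / Read-out: percent inhibition scaled to no-enzyme and uninhibited-enzyme controls, plate-pattern corrected / Detection: FITC-channel fluorescence of OMFP product / Medium: Bis-Tris buffer pH 6.0, 2.5 mM DTT, 0.005% Tween 20 / Schedule: 20 min at room temperature, dark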
SUMO1-SIM PPI = modulators of SUMO1 protein-protein interactions, primary screen, biochemical, uHTS | Small ubiquitin-related modifier 1 (Homo sapiens), P63165 | SUMO1 binding to a labelled peptide, TR-FRET, 1 h | inhibition, % at 20 µM | 0.33% of 360,000 active; in the data active means inhibition above about 37%
Target sequence (P63165 whole entry, looked up): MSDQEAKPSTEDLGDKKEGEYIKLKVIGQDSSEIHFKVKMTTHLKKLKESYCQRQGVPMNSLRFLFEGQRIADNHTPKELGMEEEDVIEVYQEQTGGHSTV
TbMetRS inhib = T. brucei MetRS inhibitors, primary screen, biochemical, luminescence | 0.4% of 360,000 active | inhibition, % at 11.9 µM | purified T. brucei MetRS, ATP depletion, Kinase-Glo luminescence | methionyl-tRNA synthetase (Trypanosoma brucei brucei);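 active means inhibition above a per-plate cutoff of the control wells' mean inhibition plus 3 SD, cut at about 5.5% in these data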;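 further: 0% = DMSO wells median and 100% = median of wells with control inhibitor compound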
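Material: parasite MetRS enzyme / Replication: singlicate, one well per compound / Signal: luminescence of leftover ATP / Schedule: 2 h aminoacylation at 25 °C after 15 min preincubation / Medium: HEPES-MgCl2-KCl buffer plus DTT, spermine, BSA, pyrophosphatase / Doses: 11.9 µM single point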
Scp1 inh = Scp-1 phosphatase inhibitors, primary screen, biochemical, colorimetric, uHTS; Carboxy-terminal domain RNA polymerase II polypeptide A small phosphatase 1 (Homo …; Recombinant Scp1, phosphopeptide, malachite green phosphate absorbance; inhibition, % at 20 µM; 0.88% of 340,000 active; AID 493091, 2011;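 active means inhibition above about 50% at 20 µM, limit read from the data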;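 further: plate controls were DMSO wells with enzyme for no effect and wells lacking enzyme for full effect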
Target sequence (Q9GZU7 76-261 limits assumed): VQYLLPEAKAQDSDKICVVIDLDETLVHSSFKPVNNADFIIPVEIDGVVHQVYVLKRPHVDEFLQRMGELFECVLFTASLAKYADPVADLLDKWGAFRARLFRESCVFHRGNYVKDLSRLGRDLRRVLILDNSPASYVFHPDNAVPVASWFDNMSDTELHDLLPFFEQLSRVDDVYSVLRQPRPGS
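Test system: SCP-1 phosphatase catalytic domain, residues 76-261 | Compound dosing: One concentration, 20 µM, with 1.0% DMSO | Schedule: 45 min room-temperature reaction, 5 min colour, 30 min stabiliser | Detection: Absorbance at 630 nm | Read-out basis: % inhibition of SCP-1 phosphate liberation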
CSN inh = inhibitors of CSN-mediated cullin deneddylation, primary screen, biochemical, fluorescence polarization, uHTS | Purified CSN, SCF-Nedd8-OG deneddylation | AID 651999, 2013 | 0.38% of 360,000 active | inhibition, % at 12.5 µM;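 active means pattern-corrected inhibition above about 35%, with an unprinted fluorescence ratio check between 0.5 and 1.5, limit read from the data, passing the limit was not always enough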;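 further: 0% = enzyme with substrate and 100% = substrate without enzyme; some results filed as inactive read as strong as hits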
Target sequence (Q92905 whole entry, looked up, one chain of several): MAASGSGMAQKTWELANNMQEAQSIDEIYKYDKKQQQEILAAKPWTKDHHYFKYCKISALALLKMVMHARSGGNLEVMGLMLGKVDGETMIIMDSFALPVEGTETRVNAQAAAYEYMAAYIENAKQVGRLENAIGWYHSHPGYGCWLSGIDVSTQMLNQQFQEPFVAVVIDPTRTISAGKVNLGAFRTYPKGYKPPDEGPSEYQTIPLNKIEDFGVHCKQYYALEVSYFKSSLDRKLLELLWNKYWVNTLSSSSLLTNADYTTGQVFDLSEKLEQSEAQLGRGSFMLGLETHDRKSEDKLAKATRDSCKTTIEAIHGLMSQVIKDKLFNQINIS
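Schedule: reaction 90 min, room temperature / Assay system: HEK293T-derived human Csn5 enzyme / Input: Csn5 at 0.24 nM final / Measure: inhibition of Csn5 cleavage, % / Control set: substrate-only high control, full reaction low control / Technique: fluorescence polarization of the substrate / Buffer or medium: Tris/NaCl/DTT buffer, pH 7.5 / Reagent: SCFSkp2-Nedd8OG substrate at 10 nM final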
MLLE-PAM2 inh = inhibitors of PABP1 MLLE–PAM2 peptide binding, primary screen, biochemical, fluorescence polarization, FITC-PAM2, GST-MLLE; inhibition, % at 20 µM; AID 588489, 2011; 0.36% of 360,000 active; Polyadenylate-binding protein 1 (Homo sapiens), P11940; in the data active means inhibition above about 35%, passing the limit was not always enough;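 further: plate controls were DMSO wells with GST-MLLE for no effect and wells lacking GST-MLLE protein for full effect; some results filed as inactive read as strong as hits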
Rpn11 block = Rpn11 (PSMD14) deubiquitinase inhibitors, primary screen, biochemical, fluorescence polarization, uHTS. 26S proteasome non-ATPase regulatory subunit 14 (Homo sapiens), O00487. human 26S proteasome, Ub4-pepOG fluorescence polarization; 20S core pre-blocked with epoxomicin. calls only at 20 µM. 0.59% of 360,000 active. AID 588493, 2011;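 active means inhibition at 20 µM, scaled to each plate's controls, above about 33%, limit read from the data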
LMPTP block = LMPTP phosphatase inhibitors, primary screen, biochemical, fluorescence intensity, uHTS | 0.22% of 360,000 active | inhibition, % at 20 µM | recombinant LMPTP-A, OMFP fluorogenic substrate | Low molecular weight phosphotyrosine protein phosphatase (Homo sapiens), P24666;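 active means compounds that cut the enzyme signal by at least half of the control window in the single-dose screen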;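 further: plate controls were DMSO wells with enzyme plus substrate for no effect and substrate without enzyme for full effect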
Target sequence (P24666 whole entry, looked up): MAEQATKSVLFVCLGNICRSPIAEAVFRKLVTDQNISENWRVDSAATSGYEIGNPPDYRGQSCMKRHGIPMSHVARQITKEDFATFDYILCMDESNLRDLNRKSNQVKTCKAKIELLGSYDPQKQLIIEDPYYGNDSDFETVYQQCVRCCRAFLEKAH
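Assay system: LMPTP-A, protein tyrosine phosphatase of low molecular weight / Medium: pH 6.0 Bis-Tris buffer with DTT and Triton X-100 / Schedule: 50 min enzyme reaction at room temperature, protected from light / Measured by: endpoint fluorescence intensity from OMFP dephosphorylation / Read-out basis: % inhibition relative to no-enzyme and uninhibited control wells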
NadD inh = inhibitors of S. aureus NadD, primary screen, biochemical, colorimetric, uHTS | purified NadD enzyme, colorimetric absorbance read-out | inhibition, % at 20 µM | 0.78% of 360,000 active | AID 602399, 2012; in the data active means inhibition above about 26%; further: some compounds past the cut are filed as inactive
DNMT1 inh = human DNMT1 methyltransferase inhibitors, primary screen, biochemical, molecular beacon, fluorescence, HinP1I cleavage, uHTS. DNA (cytosine-5)-methyltransferase 1 (Homo sapiens), P26358. inhibition (reported as % activation of signal), % at 10 µM. 0.83% of 360,000 active. AID 588458, 2011; in the data active means inhibition above about 50%
* hit, by the source's call; i = inactive; . = not tested or not shown.

MLLE-PAM2 inh	LMPTP block	Rpn11 block	STEP inh	Scp1 inh	TbMetRS inhib	DNMT1 inh	NadD inh	CSN inh	SUMO1-SIM PPI	compound
11	0.1	i	0	-15	0.4	0	0	4	-2	CCC/C(O)=C1\C(=O)CC(C)(C)CC1=NCc1ccccc1
15	0.6	i	-2	3	-0.5	8	-3	4	18	CC12CCC(=O)N1C(C(=O)OCC(=O)Nc1sccc1C#N)CS2 (stereo not drawn)
6	-0.3	i	1	-1	0.1	-1	1	3	5	CCn1c(SCC(=O)Nc2ccc(C(C)=O)cc2)nnc1C1CC1
-45	1.6	i	-6	-1	-0.9	-2	-1	-4	-127	CCOC(=O)CSc1nc(N)c(C#N)c(-c2ccc(OCC)cc2)c1C#N
3	-0.7	i	3	-6	-0.5	-1	3	0	1	COC(=O)c1cc(C)sc1NC(=O)C1CC(=O)NN1Cc1ccccc1 (stereo not drawn)
-3	-0.4	i	1	-9	0.4	-5	8	5	20	Cc1nn(Cc2ccccc2)c(C)c1NC(=O)CSc1nnc(-c2cc(Cl)ccc2O)n1C
9	-0.2	i	-2	-10	0.4	0	-2	0	1	Cn1c(=O)n(CCc2ccccc2)c2ccccc21
1	1.1	i	-2	-4	-1.2	3	-2	-3	1	COC(=O)C1CC(Cl)CN1c1ncc(C(F)(F)F)cc1Cl (stereo not drawn)
22	0.5	i	-1	6	0.1	-4	-1	0	0	O=C1CSC(=S)N1N=C1CCCCCC1
-3	1.4	i	2	-6	0.1	-2	-5	-6	1	CN(C)S(=O)(=O)c1cccc(COc2ncnc3c(Cl)cc(Cl)cc23)c1
2	1.0	i	0	-10	0.3	-1	-2	-2	0	CN1CCN(/C=N/c2c(C#N)cnn2-c2ccccc2)CC1
-107	-2.5	i	1	2	-0.8	4	-3	-10	1	COc1cc(NC(=S)N2CCN(c3ccccn3)CC2)cc(OC)c1
-2	-1.4	i	-5	-6	-0.1	13	-4	5	5	COCc1ccc([C@@H]2C[C@H]3CN(Cc4cccc(Cl)c4)C(=O)[C@]34CCCN24)o1
5	-0.6	i	-4	-4	-0.9	-2	-6	-3	0	Cn1c(=O)c2c(nc(CN3CCN(CCO)CC3)n2Cc2ccccc2Cl)n(C)c1=O
-5	0.5	i	3	-8	-0.3	26	0	-2	5	C=CCC[C@H](Cc1ccc(F)cc1)C(=O)OC[C@@H](Cc1c[nH]c2ccccc12)NC(=O)[C@@H](CC=C)CC(=O)N[C@H](CO)Cc1ccccc1
3	0.1	i	2	1	-0.3	1	-8	-3	1	CCOC(=O)/C(C#N)=C/N1CCOCC1
4	-1.4	i	0	-1	0.4	0	4	-1	-26	Cc1ccc(CNC(=O)CCS(=O)(=O)c2cccc3nonc23)cc1
-13	0.2	i	0	1	-0.9	0	-5	0	-8	Cc1c(C(=O)O)cccc1-n1c(C)cc(/C=C(/C#N)C(=O)NCc2ccccc2)c1C
-7	-3.1	i	-2	13	-0.3	4	-4	-3	2	O=C(O)c1ccc(-c2ccc(O)c(F)c2)cc1
12	-1.3	i	1	-3	-0.8	-1	-8	2	4	Cc1ccc(S(=O)(=O)NCc2cccnc2)cc1C
0	0.9	i	-1	-7	0.2	3	-2	8	-15	c1ccc2nc3c(nc2c1)[nH]c1ccccc13
4	-0.3	i	4	-4	-0.1	0	-2	-1	-11	CCNc1c([N+](=O)[O-])c(=O)oc2ccccc12
10	-2.2	i	2	-3	0.0	0	0	-2	-1	Cc1nc2ccccc2c(=O)n1/N=C/c1ccc(N(C)C)cc1
9	-0.6	i	0	1	-0.1	-1	-4	2	-16	Cc1cccc(NS(=O)(=O)c2cccc3nsnc23)c1
.	0.3	.	.	.	-1.1	.	.	0	1	COC(=O)C[C@H]1C=C[C@H](NC(=O)Nc2ccccc2OC)[C@@H](CO)O1
0	1.5	i	-3	-10	-0.1	0	-1	-4	3	O=C(CCCOc1cccc(Br)c1)NCCOc1ccccc1
-3	-0.4	i	3	-1	-0.4	1	-1	-7	-1	O=C(NCC1CCCO1)c1cn(Cc2ccccc2)nc1-c1ccc(Cl)cc1 (stereo not drawn)
3	-0.9	i	0	-7	-1.8	-5	6	-3	-6	CSc1cccc(NC(=O)c2c(Cl)cnn2C)c1
-5	-1.6	i	-1	-2	-0.2	0	-3	2	4	CN1CCN(c2ccc(S(=O)(=O)N3CCOCC3)cc2)CC1
8	1.1	i	2	-6	-0.4	3	1	3	-13	CCOC(=O)c1c(C=O)c2ccccc2n1CC
31	-0.7	i	1	-6	-0.4	-2	0	-1	-14	COc1ccc2c3c(cccc13)OCC2=O
0	-1.5	i	0	-4	2.2	-1	-2	-2	0	Cc1cc(C)cc(-n2cc(C(=O)O)c(=O)cc2C)c1
-2	0.4	i	4	-15	0.2	1	2	2	2	Cc1cc(C)n(-c2nc3c(c(=O)[nH]c(=O)n3C)n2C(C)C)n1
-2	-1.3	i	0	3	-0.8	2	-5	-13	-2	CCCNC(=O)c1ccc2c(c1)CCN2S(C)(=O)=O
13	-0.3	i	0	-1	-0.6	0	7	-1	-1	CC1Cc2ccccc2N1C(=O)C1CC(=O)N(c2ccccc2)C1 (stereo not drawn)
-7	-0.9	i	0	-11	-0.1	0	-2	2	9	Cc1ccc(CNC(=O)C2CC3Cn4c(nc5cc6ccccc6cc54)C3N2C)o1 (stereo not drawn)
8	-0.9	i	0	-7	0.2	1	1	8	1	Cc1cccn2c(CN3CCCN(C=O)CC3)c(C(=O)N(C)CCc3ccccc3)nc12
6	-0.9	i	1	-3	-0.7	2	22	-3	-4	O=C(c1cc2cc(Br)ccc2oc1=O)N1CCCC1
-3	2.1	i	3	-14	0.4	-1	-2	-7	-5	COc1cccc(NC(=O)c2cn(C)c(=O)c3cc(OC)c(OC)cc23)c1
3	-0.5	i	1	-7	0.0	2	8	-5	3	CC(C)C(=O)NN(C(=O)C(C)C)c1nc2ccccc2s1
13	-2.5	i	-4	-5	-0.1	-2	-6	-6	-1	N/C(=N\S(=O)(=O)c1cccs1)c1ccccc1
-4	2.9	i	-1	-15	0.0	-3	3	-9	-6	CN(CC(=O)Nc1ccc(Cl)cc1)c1ccc(S(=O)(=O)N2CCCCC2)cc1[N+](=O)[O-]
-1	-0.8	i	0	.	-0.3	5	-10	0	-3	CC(C)n1c(=O)c2ccccc2n1Cc1cn(-c2ccc(Cl)cc2)nn1
-8	-1.2	i	-2	-11	0.0	1	2	0	5	Clc1ccc(Nc2c3c(nc4ncnn24)CCC3)cc1
10	1.9	i	-1	1	-0.3	-24	8	5	4	CCCC(=O)Nc1nc(C)c(-c2csc(Nc3ccccc3OC)n2)s1
1	0.2	i	0	-6	-0.9	5	-1	3	-9	Cc1nn(C(=O)c2c([N+](=O)[O-])cnn2C)c(C)c1Cl
-8	-0.3	i	1	.	0.4	1	2	-1	-5	CCCCN1CCCCC1(C)C(=O)NCc1cccc(OC)c1 (stereo not drawn)
-2	-1.0	i	-1	-7	-0.7	2	-4	-2	4	Cc1ccc2c(c1)nnn2C1CCN(C(=O)C23CC4CC(CC(C4)C2)C3)CC1
-149	1.2	i	1	15	-1.1	3	9	4	-15	CCOC(=O)C1=C(C)N=c2s/c(=C\c3ccc(OCC(=O)O)cc3)c(=O)n2C1c1ccccc1OC (stereo not drawn)

3 compounds already listed, ordered by formula weight, lowest first:
MLLE-PAM2 inh	LMPTP block	Rpn11 block	STEP inh	Scp1 inh	TbMetRS inhib	DNMT1 inh	NadD inh	CSN inh	SUMO1-SIM PPI	compound
3	-0.9	i	0	-7	-1.8	-5	6	-3	-6	CSc1cccc(NC(=O)c2c(Cl)cnn2C)c1
-1	-0.8	i	0	.	-0.3	5	-10	0	-3	CC(C)n1c(=O)c2ccccc2n1Cc1cn(-c2ccc(Cl)cc2)nn1
0	1.5	i	-3	-10	-0.1	0	-1	-4	3	O=C(CCCOc1cccc(Br)c1)NCCOc1ccccc1

This is a random part of the collection. Share with any hit: about 3.6%.
